Source: PubChem BioAssay (several laboratories)
ABCB6 inh 2 – blocks the human ABCB6 transporter | 0.19% of 360,000 active | AID 602162 | K562-ABCB6 porphyrin accumulation, flow cytometry, 1 h; active compounds read low | Q9NP58 | fluorescence ratio to DMSO, % at 10 µM;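 active = fluorescence ratio to DMSO below 75%, the collection mean minus 3 SD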;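 note: signal is porphyrin accumulated inside mitochondria; 100% equals median channel fluorescence of DMSO control wells; lower ratio means ABCB6 inhibition with less porphyrin fluorescence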
Target sequence (Q9NP58 whole entry, looked up): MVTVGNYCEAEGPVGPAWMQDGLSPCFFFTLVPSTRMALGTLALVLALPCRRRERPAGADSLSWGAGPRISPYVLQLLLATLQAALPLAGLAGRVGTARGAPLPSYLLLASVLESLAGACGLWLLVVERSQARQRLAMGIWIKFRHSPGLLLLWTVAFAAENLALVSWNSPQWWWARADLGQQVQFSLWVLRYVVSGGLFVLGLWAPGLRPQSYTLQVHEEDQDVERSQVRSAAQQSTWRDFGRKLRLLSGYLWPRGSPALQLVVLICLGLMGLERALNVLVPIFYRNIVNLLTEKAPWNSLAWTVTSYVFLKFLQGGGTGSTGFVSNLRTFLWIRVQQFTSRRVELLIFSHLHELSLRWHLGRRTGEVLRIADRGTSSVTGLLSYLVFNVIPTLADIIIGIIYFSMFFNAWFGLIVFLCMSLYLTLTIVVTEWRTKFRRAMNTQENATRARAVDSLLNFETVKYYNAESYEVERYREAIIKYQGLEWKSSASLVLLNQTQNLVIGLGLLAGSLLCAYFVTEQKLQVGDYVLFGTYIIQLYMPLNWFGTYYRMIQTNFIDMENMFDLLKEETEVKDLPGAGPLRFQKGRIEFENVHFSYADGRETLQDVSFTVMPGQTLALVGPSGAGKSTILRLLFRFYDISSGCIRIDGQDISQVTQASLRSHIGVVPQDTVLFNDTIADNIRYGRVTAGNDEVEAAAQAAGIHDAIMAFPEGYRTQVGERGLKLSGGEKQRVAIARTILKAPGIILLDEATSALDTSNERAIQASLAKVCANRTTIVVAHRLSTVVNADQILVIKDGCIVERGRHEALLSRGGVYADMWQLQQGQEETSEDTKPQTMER
m5-HT2A agonist – activates the mouse 5-HT2A serotonin receptor; P35363; CHO-K1 mHTR2A beta-arrestin complementation, luminescence; percent of 30 µM serotonin response; activation, % at 7.6 µM; 0.66% of 360,000 active; AID 624169;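 active = activation above a run cutoff, the mean activation of all tested compounds plus 3 SD, cut at about 14% in these data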;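 note: 0% = plate median of compound wells and 100% = 30 µM serotonin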
H9c2 protect – myocardial damage modulation in H9c2 cells; H9c2 cardiomyocytes, H2O2 injury protection, ATPLite, 2 h; 0.63% of 360,000 active; protection from H2O2 cell death, % at 20 µM; AID 588492;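 active = compounds giving at least 50% protection of heart cells from peroxide-induced death in the single-dose screen, raw or plate-pattern-corrected value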;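 note: 0% = DMSO wells with peroxide and 100% = DMSO wells without peroxide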
Glyco luc inh – N-linked glycosylation inhibition. reporter increase, % at 12.5 µM. 0.23% of 360,000 active. D54 ERlucT glycosylation luciferase reporter, 24 h; percent of 100 nM tunicamycin response;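 active = mean luciferase reporter signal, scaled so untreated is 0 and the glycosylation-blocking control 100, at or above a set limit in every replicate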;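 note: luciferase carries N-glycosylation sites so blocking glycosylation raises the light; 0% = median of neutral control wells and 100% = median of 100 nM tunicamycin wells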
MC4R antag cAMP – blocks human MC4R cAMP signaling; P32245; MC4R-expressing cells, MTII-stimulated cAMP, LANCE TR-FRET; inhibition, % at 6.5 µM; 0.48% of 360,000 active;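 active = inhibition above its plate's cutoff, the mean of tested wells on that plate plus 3 SD, cut at about 29% in these data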;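 note: 0% = Melanotan II alone and 100% = Melanotan II plus saturating MCL0020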
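Assay system: human MC4R-expressing U2OS cells; reagent: Melanotan II stimulation of cells; dosing: 6.5 µM single dose; timing: compound 30 min, challenge 1 h, detection 1 h; signal: TR-FRET cAMP assay; replicates: one well per compound, no replicates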
ABHD5-PLIN5 inh – inhibitors of human ABHD5-perilipin-5 interaction; Q00G26+Q8WTS1; Split G. princeps luciferase complementation, luminescence, 4 h; inhibition, % at 4 µM; 0.78% of 360,000 active;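 active = inhibition above the mean inhibition across every tested compound plus 3 SD, cut at about 22% in these data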;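 note: 0% = DMSO only wells and the 100% control is not disclosed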
hiPSC survival – hiPSC single-cell survival enhancement | survival enhancement, % at 20 µM | 0.044% of 360,000 active | ATPlite luminescence; 100% = ROCK inhibitor wells, 0% = DMSO; in the data active = survival enhancement above about 18%;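 note: cells exposed to compounds for 16 hours before the ATP read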
MC4R barr agon – activates human MC4R beta-arrestin recruitment | AID 540308 | activation, % at 8.9 µM | P32245 | 0.98% of 360,000 active | U2OS MC4R beta-arrestin complementation, luminescence; percent of melanotan II response, DMSO zero;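 active = activation above a per-plate cutoff, the mean activation of sample wells on that plate plus 3 SD, cut at about 8% in these data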
Exocytosis inh – blocks lytic granule exocytosis | TALL-104 LAMP-1 surface exposure, flow cytometry; cells stimulated with thapsigargin and PMA | inhibition, % at 10 µM | 0.66% of 360,000 active | AID 651702;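 active = inhibition above about 55%, limit read from the data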
aDG glyco act – alpha-DG glycosylation activation. 0.22% of 360,000 active. AID 624168. Pro5-aDG cells, alpha-DG glycosylation AlphaScreen (IIH6); 0% Pro5, 100% B10-LARGE cell signal. activation, % at 10 µM;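 active = activation of at least 8% versus controls, or a plate z-score of at least 8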;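 note: Pro5 are CHO cells carrying HIG-tagged alpha-DG that lacks glycosylation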
An asterisk follows results filed as active; . = not tested or not shown. Hits appear at their usual frequency; about 4.5% have a hit in one of these screens.

SMILES	ABCB6 inh 2	m5-HT2A agonist	H9c2 protect	Glyco luc inh	MC4R antag cAMP	ABHD5-PLIN5 inh	hiPSC survival	MC4R barr agon	Exocytosis inh	aDG glyco act
O=C(C1CC(=O)N(c2ccc3c(c2)OCCO3)C1)N1CCN(c2cccc(C(F)(F)F)c2)CC1 (stereo not drawn)	100	4	-2	5	-6	2	0.3	-4.4	-3	0.4
CCCc1cc(=O)[nH]c(SCC(=O)N2CCCC2=O)n1	99	8	6	3	7	7	-0.3	-4.3	8	0.0
Cc1sc2ncnc(N3CCC(C(=O)NNC(=O)COc4ccccc4Cl)CC3)c2c1C	100	1	0	1	7	12	-0.2	0.3	3	0.0
O=C(Nc1ccccc1C(F)(F)F)N1CCN(c2ccc3nncn3n2)CC1	99	0	9	1	3	8	-1.0	1.4	-2	0.2
CC(=O)Nc1cccc(-c2ccnc3c2CC(C(=O)NCc2ccncc2)O3)c1 (stereo not drawn)	99	13	-7	3	-3	0	-2.8	-1.9	5	-0.4
COC(=O)c1nc(-c2ccc(C)cc2)oc1N(C)C	98	3	-7	2	10	0	2.5	1.6	-1	0.3
CCOC(=O)c1cnn(CCOC(=O)c2ccc(F)cc2)c1NC(=O)c1ccc(F)cc1	99	-3	0	1	10	-2	-1.2	2.0	-3	0.4
CCOC(=O)c1nc2sc3c(c2c(=O)[nH]1)CCC(C)C3 (stereo not drawn)	97	-7	-11	-1	3	-5	0.2	1.3	-4	-0.1
COc1ccccc1CCN1C(=S)NC(C)(C)CC1(C)O (stereo not drawn)	95	4	-7	2	-1	2	0.3	-0.9	0	0.4
COc1ccc(S(=O)(=O)N(C)C)cc1NCC(=O)Nc1ccc(Br)cc1F	96	2	-12	-1	2	6	-1.0	-0.5	-4	0.3
CCN(C(=O)Cc1c(C(=O)O)n(C)c2ccccc12)c1cccc(C)c1	98	-1	-4	-1	0	2	-0.4	0.1	10	-0.2
C/C(=N/Nc1ccc(C(=O)O)cc1)c1ccc2c(c1)Nc1ccccc1S2	97	-5	-5	3	8	-16	1.1	-1.7	4	0.1
CCc1nnc(NS(=O)(=O)c2ccc(N/C=C\C(=O)c3ccc(C)cc3)cc2)s1	97	-1	-9	3	16	0	-2.2	0.3	3	-0.3
Cc1c(NC(=O)c2cc(-n3cnnc3)ccc2Cl)cccc1-c1nc2ccccc2o1	94	-3	6	0	27	5	-0.8	-0.7	-1	0.9
O=C(CO/N=C/c1ccccc1OC(F)F)NC1CCCCC1	101	1	1	-2	-1	-7	0.9	-2.0	-1	-0.1
O=C(COc1coc(CN2CCN(c3cccc(Cl)c3)CC2)cc1=O)NC1CCCC1	98	8	-3	-1	-1	6	-0.3	-0.1	1	0.4
N#C/C(=C/c1cc(Cl)c(O)c(Cl)c1)C(=O)N1CCCCC1	102	5	1	3	-4	-5	0.1	-0.7	0	0.1
CC1CCCN(C(=O)c2ccc(-c3ccccc3Cl)o2)C1 (stereo not drawn)	108	-8	-12	-5	7	15	0.3	-0.3	-2	-0.1
O=C(CCCOc1ccc(Cl)cc1Cl)Nc1ccc(O)cc1C(=O)O	95	4	1	1	-3	12	-0.3	4.6	-5	0.0
O=S(=O)(NCc1ccccc1)c1cccc2nonc12	103	2	6	0	3	0	4.8	-2.4	3	0.0
COc1ccccc1CN1C[C@@H]2C[C@@H](C3=Cc4cc(Cl)ccc4OC3)N3CCC[C@@]23C1=O	95	-6	0	2	17	8	-3.8	5.2	56*	1.7
COC(=O)C1CCN(C(=O)Nc2ccc(OC)cc2)CC1	101	3	-1	0	9	8	-3.5	0.9	2	-0.2
C[C@@H](NC(=O)[C@@H]1CCCN1C(=O)[C@@H]1CCCN1)c1ccccc1	101	1	.	.	.	2	0.4	.	-4	-0.2
CCCS(=O)(=O)N1CCCC(C(=O)NCCc2cccc(C)c2)C1 (stereo not drawn)	101	0	0	-2	1	-5	1.7	-2.6	-5	0.0
O=C1/C(=C/c2cccnc2)SC(=S)N1c1ccc(F)cc1	101	-2	0	1	-5	-7	2.9	1.4	-2	0.0

(list continues)
SMILES	ABCB6 inh 2	m5-HT2A agonist	H9c2 protect	Glyco luc inh	MC4R antag cAMP	ABHD5-PLIN5 inh	hiPSC survival	MC4R barr agon	Exocytosis inh	aDG glyco act
Cc1cc(NC(=O)c2cc3n(n2)C(C(F)(F)F)CC(c2ccc(Cl)c(Cl)c2)N3)no1 (stereo not drawn)	95	-3	-5	-1	-2	-4	-0.9	5.2	-1	0.5
Cc1ccc(OCCC(=O)OCC(=O)NC(=O)NCc2ccccc2)cc1	101	-2	-3	1	3	-2	-0.3	1.8	2	-0.1
COCC(=O)Nc1sc2c(c1C(=O)OC)C(C(=O)OC)CC2 (stereo not drawn)	94	-1	0	0	-1	-12	-0.5	-1.5	0	-0.1
CC(=O)Nc1cc(NC(=O)CCCC(=O)O)ccc1Cl	96	3	1	1	2	-4	1.2	0.5	-1	0.0
Cc1ccc(NC(=O)OCCNC(=O)c2ccncc2)cc1	96	-1	-3	0	12	-3	-0.1	2.0	3	0.1
NC(=O)c1ccc(NC(=O)CCN=C2NS(=O)(=O)c3ccccc32)cc1	95	1	2	0	14	13	0.6	-2.6	0	0.0
CC(C)NC(=S)N/N=C/c1cccnc1	100	0	2	3	1	-2	-0.4	-1.3	-1	0.1
Cc1cccc(COc2ccc(/C=N/NC(=O)c3nnn(-c4nonc4N)c3CN3CCCCC3)cc2)c1	97	3	-12	-2	0	-3	-0.2	-1.9	1	-0.1
Cc1ccc(Nc2nc(-c3cccs3)cs2)nc1	121	-2	-27	-22	2	-8	-4.7	0.6	-2	-0.2
O=C(Cn1cnc2c(nnn2-c2ccc(F)cc2)c1=O)NCC1CCCO1 (stereo not drawn)	102	-2	-2	1	8	-5	-1.0	-1.9	0	0.0
O=C(CN1C(=O)NC2(CCCCC2)C1=O)Nc1cccc(S(=O)(=O)N2CCCC2)c1	93	-1	-3	4	-1	-5	0.7	0.1	0	0.0
CCOc1ccc(/C=C2/SC(=S)N(n3c(C)ccc3C)C2=O)cc1	98	-3	-30	-7	6	-8	-1.4	0.2	2	-0.3
CCc1c(C2(O)CCCCC2)[nH]c2ncccc12	96	-1	0	-1	6	-12	-0.6	-1.3	-4	-0.3
COC(=O)c1cccc(CC2(C)C(=O)Nc3cc(-c4ccccc4Cl)ccc32)c1 (stereo not drawn)	99	3	-8	-2	-7	-4	-1.0	1.5	12	0.2
CC(C)[C@H](NC(=O)C1CCN(S(=O)(=O)c2ccc(F)cc2)CC1)C(=O)N1CCCC1	95	1	3	-2	2	-5	-0.1	-1.9	-1	0.2
CSC[C@H]1CN(c2ccccc2)C(=O)[C@@H]1CC(=O)Nc1ccccc1	97	-2	-2	3	-2	-6	2.9	0.0	-3	0.0
CC[C@H](C)[C@H](NC(N)=O)C(=O)NCCc1ccc(Cl)cc1	99	3	-6	1	6	-8	1.0	0.2	-3	-0.3
Cc1ccc(OCC(=O)N(C)CC(=O)Nc2ccc(N3CCOCC3)cc2)cc1	98	-8	-4	3	-4	-13	0.1	-1.7	1	-0.1
Cc1[nH][nH]c(=O)c1N=Nc1ccccc1	94	2	-5	4	-2	6	1.5	-0.8	6	0.6
Cc1ccccc1NC(=O)C1CCC(=O)N1 (stereo not drawn)	102	5	1	4	22	-8	-0.8	2.1	-8	0.0
CCN(CC)S(=O)(=O)c1ccc(Cl)c(C(=O)Nc2ccc(Cl)cc2[N+](=O)[O-])c1	94	3	-10	-7	3	-3	1.5	-2.1	-2	3.2
Cc1nnc(SCC(=O)NC2CCCc3c2cnn3-c2ccccc2F)o1 (stereo not drawn)	99	-5	-2	1	9	-10	-0.6	-2.2	2	-0.3
CC(C)NC(=O)CN(C)S(=O)(=O)c1ccc(F)cc1	95	-3	11	0	-2	0	-0.2	1.1	-4	0.0
CN(C)C(CNC(=O)CCCN1C(=O)c2cccc3cccc(c23)C1=O)c1ccccc1 (stereo not drawn)	97	-3	-8	3	13	2	-0.8	-1.1	20	0.2
COc1cc(NC(=O)COC(=O)c2cc(S(=O)(=O)N3CCOCC3)ccc2F)cc(OC)c1	97	2	8	0	-15	11	1.9	-1.6	-1	-0.1

Carrying on.
SMILES	ABCB6 inh 2	m5-HT2A agonist	H9c2 protect	Glyco luc inh	MC4R antag cAMP	ABHD5-PLIN5 inh	hiPSC survival	MC4R barr agon	Exocytosis inh	aDG glyco act
COc1ccc(CNS(=O)(=O)c2cc3c4c(c2)CCN4C(=O)CC3)cc1	92	-2	-5	1	14	-7	-0.3	1.0	-2	0.0
Cc1ccc(-n2c(SCC(=O)Nc3cc(C)on3)nc3c(c2=O)SC(C)C3)cc1 (stereo not drawn)	91	6	8	2	4	-1	-0.9	0.1	-1	0.0
COc1cccc(CN2CCN(C(=O)c3ccco3)CC2)c1	102	37*	6	-1	-4	7	-0.1	-0.2	87*	0.1
COCc1nc(-c2cc(OC)c(OC)c(OC)c2)no1	99	4	0	1	3	-1	-0.2	-0.6	-6	0.1
COc1ccccc1N1CCN(C(=O)c2cccs2)CC1	93	-8	4	-1	3	3	0.2	-2.4	0	0.2
O=C(O)c1ccc(Nc2nc(-c3cccnc3)cs2)cc1	99	-4	0	-5	-1	1	0.0	-2.1	9	0.0
O=C(O)c1nn(-c2ccc(Cl)cc2)ccc1=O	91	1	7	1	8	1	-1.8	-2.1	3	-0.4
CCc1nnc(NS(=O)(=O)c2ccc(NC(=S)NC(=O)c3ccc(F)cc3)cc2)s1	102	0	3	-1	-1	-2	-1.1	-1.8	-7	0.6
COc1ccc(CN2C(=O)c3cccc4cccc(c34)C2=O)cc1	95	5	0	-1	9	-2	-0.5	-0.8	-3	0.0
c1ccc(SCCN2CCN(c3ccccc3)CC2)cc1	96	-6	0	0	-4	-3	-0.4	2.3	-13	0.3
O=C(Nc1cc(Cl)ccc1-n1cncn1)c1cn2ccccc2n1	92	4	-1	3	-3	-4	1.0	0.9	-4	0.2
CSc1ccc(/C=C/C(=O)Nc2ccccc2)cc1	100	-10	-30	-20	4	-2	-0.9	6.0	23	0.0
COCC(=O)Nc1cc(C)cn(Cc2cccc(C(F)(F)F)c2)c1=O	103	0	2	3	19	-5	-0.6	1.0	0	0.2
Cc1ccc(-c2nnn(CC(=O)N(CCCO)C(C(=O)NC3CCCC3)c3ccc(F)cc3)n2)o1 (stereo not drawn)	94	2	-2	0	11	0	0.1	-0.3	10	-0.1
CCC(CC)CC1CN2CCc3cc(OC)c(OC)cc3C2CC1(O)CC (stereo not drawn)	97	4	-18	-1	2	-6	-2.6	0.2	-2	0.5
Cc1ccc(S(=O)(=O)N(C)c2ccc(OC(=O)c3ccc(=O)[nH]c3)cc2)cc1	84	-4	-3	-1	-3	-1	-1.5	-1.6	-3	-0.6
O=C(NC1CCCCC1)C(c1ccc2ncccc2c1)N(Cc1ccccc1)C(=O)c1cccs1 (stereo not drawn)	99	9	7	-7	5	6	-0.3	-0.5	-6	0.4
COc1cc(OCC(=O)NC(C)C)cc2c1C(=O)O[C@@H](C)CCCC(=O)CCCCC2	97	0	2	1	14	3	-0.1	-1.8	0	-0.1
